Assay outcomes (PubChem)
Growth percent in the NCI-60 one-dose screen (48 h, 10 µM unless noted): 100 = growth as untreated, 0 = no growth, -100 = all killed.
SK-OV-3 – SK-OV-3 ovarian cancer cells. 80,000 compounds, 3.2% hits
DU-145 – DU-145 prostate cancer | 81,000 compounds, 4.2% hits | AID 1794760
PC-3 – PC-3 prostate cancer cells. 80,000 compounds, 3.9% hits
OVCAR-3 – OVCAR-3 ovarian cancer. 79,000 compounds, 7% hits. AID 1794787
OVCAR-8 – OVCAR-8 ovarian cancer; 81,000 compounds, 4.4% hits; AID 1794782
U251 – U251 CNS tumor cells | 80,000 compounds, 5.4% hits | AID 1794753
OVCAR-4 – OVCAR-4 ovarian cancer cells; 80,000 compounds, 3.7% hits; AID 1794784
OVCAR-5 – OVCAR-5 ovarian cancer; 82,000 compounds, 2.9% hits; AID 1794783
SF-268 – SF-268 CNS cancer cells. 82,000 compounds, 3.1% hits
* hit, by the source's call; / = not tested or not shown; & = joins results of further samples. How the source made its calls: active means growth percent below 10; inactive means the rest. Not a hit list (roughly 9.5% active in at least one column).

SMILES	SK-OV-3	DU-145	PC-3	OVCAR-3	OVCAR-8	U251	OVCAR-4	OVCAR-5	SF-268
Cc1cc(O)c2cc3c(O)c(O)ccc3cc2c1	109	105	97	133	/	108	/	82	135
Cn1cc2c(c1)-c1c(sc3nc(-c4ccc(NC(=O)Nc5cc(C(C)(C)C)on5)cc4)cn13)CC2	49	58	39	/	54	24	58	75	50
COc1cc(C#N)cc(OC)c1OCCN(CCOc1c(OC)cc(C#N)cc1OC)S(=O)(=O)c1ccc(C)cc1	119	115	/	118	54	103	107	108	107
O=[N+]([O-])c1ccc(/C(=C/c2ccccc2)[n+]2ccccc2)cc1	119	127	99	127	97	94	100	98	128
O=[N+]([O-])c1ccc(N2c3nc4ccccc4cc3Sc3cc4ccccc4nc32)cc1	96	/	81	115	97	92	99	91	91
O=C1C(=O)c2ccc(Br)cc2-c2cc(Br)ccc21	81	68	84	-49*	-1.1*	-32*	-99*	113	22
COC(=O)/C=C1/SC(N2N=C(c3cccs3)CC2c2ccc(F)cc2)=NC1=O (stereo not given)	89	31	65	12	44	22	85	79	32
COc1cccc(/C=C2\SC(=Nc3ccc(O)c(C(=O)O)c3)NC2=O)c1	111	111	/	111	101	99	105	101	102
CC(C)(C)OC(=O)N1CCc2c(sc3ncnc(Nc4ccc(NC(=O)Nc5ccccc5)cc4)c23)C1	66	103	72	100	88	93	99	89	97
COc1ccc(C(=O)/C=C/c2ccc(C)cc2)cc1S(=O)(=O)NNC(=O)c1ccncc1	103	118	101	107	107	99	110	101	100
COc1ccc(Oc2nc(Nc3ccc(N4CCOCC4)cc3)ncc2NC(=O)c2ccnc([N+](=O)[O-])c2)cc1	111	112	86	108	94	94	94	110	97
COc1ccc(Cl)cc1/C=C/C=Nc1ccccc1O	108	90	53	87	75	60	89	103	86
O=C1Nc2ccc(F)cc2/C1=C/c1nc(-c2ccc(F)cc2)n2ccccc12	108	74	115	112	98	84	96	95	81
O=C(O)c1ccc(N2CCCCC2)cc1O	108	123	103	104	83	102	100	112	103
COc1ccc(C(=O)C(c2c[nH]c3ccccc23)c2c[nH]c3ccccc23)cc1	97	98	45	91	83	75	70	95	73
Cc1ccc(-c2nn(Cc3cn(CC(=O)Nc4cc(C)nc5ccccc45)nn3)c3ncnc(N)c23)cc1	98	104	77	105	90	90	95	100	93
CC(C)COC(=O)c1ccccc1C(=O)OC1CCCCC1	94	110	100	109	104	92	105	93	103
CNc1ccc([N+](=O)[O-])cn1	101	116	97	118	106	108	99	96	106
COc1ccc2[nH]c(=O)cc(-n3ncc(C(=O)/C=C/c4cc(OC)c(OC)c(OC)c4)c3C)c2c1	6.3*	-2.2*	7.2*	-35*	15	-67*	37	-26*	8.2*
CN(C)CCN(CC(=O)O)CC(=O)O	102	113	112	112	109	104	108	100	110
COc1ccccc1NC(=S)Nc1ccccc1OC	110	112	99	93	112	90	116	81	113
O=c1c2ccccc2c2ccccc2c(=O)n1CCN1CCOCC1	102	112	92	115	104	101	95	111	110
CC(O)CCC1CCCO1 (stereo not given)	95	111	84	106	97	90	111	118	98
O=C(NCCCN1CCC(N2CCCCC2)CC1)C1=Cc2cc(Br)ccc2OC1	86	69	17	49	19	37	45	77	50
CCCCn1c(=O)[nH]c(N)c(C(c2cccc(OC)c2)c2c(N)[nH]c(=O)n(CCCC)c2=O)c1=O	90	96	80	90	87	82	92	99	85
CC/C(=C(/c1ccc(Cl)cc1)c1ccc(OCCN)cc1)c1ccc(OC)cc1	114	112	94	/	100	98	108	104	102
CCCCN(CCCC)CCCN=c1nc2c(c(N)n1-c1ccccc1)c(=S)n(-c1ccccc1)c(=S)n2-c1ccccc1	-87*	-100*	-71*	-100*	-36*	-100*	-82*	-60*	-94*
Cc1cc(S(=O)(=O)N(C)C)cc(NCC(=O)NC(=O)NCC(C)C)c1C	112	85	101	112	104	108	76	88	82
CCCCN(CCCC)CCCCCCCN(CCCC)CCCC	113	108	82	106	96	97	107	96	98
NS(=O)(=O)c1ccc(CCNCCC(=O)c2ccccc2)cc1	/	104	94	101	101	89	96	92	98
CCCNC(=O)NCn1c(=O)[nH]c2ccccc2c1=O	99	107	93	117	108	96	106	113	104
CCCC1(CC(=O)O)OCCc2c1[nH]c1ccccc21 (stereo not given)	217	114	92	109	/	108	74	89	103
COc1ccc(-c2n[nH]c(=O)c3nc(NC(=S)Nc4ccc(Cl)cc4)sc23)cc1	102	89	100	96	101	100	89	91	93
NC(=O)CC1(c2ccccc2)CCCCC1	103	107	99	103	107	102	103	111	98
Nc1cc(S(=O)(=O)O)ccc1O	110	117	96	120	120	107	109	115	110
O=C(O)CCCCCCCCCCN1C(=O)/C(=C/c2cn(-c3ccccc3)nc2-c2ccc(OCc3ccccc3Cl)cc2)SC1=S	104	108	110	109	98	105	108	101	97
O=C(Nc1ccc(Nc2ncnc3sc4c(c23)CCCC4)cc1)Nc1cccc(Cl)c1	99	110	96	110	112	/	101	108	106
c1cc(OCCCCCOc2cccc(-c3nc4ccccc4[nH]3)c2)cc(-c2nc3ccccc3[nH]2)c1	24	33	-13*	17	16	6.8*	8.2*	1.1*	61
O/N=C(\CSc1nnc(-c2c[nH]c3ccccc23)n1-c1ccccc1)c1ccc(Br)cc1	-50*	-88*	-64*	0.7*	-42*	9.7*	-83*	-83*	-56*
Nc1csc(N)n1	107	122	93	114	108	115	117	103	101
CC(=O)N1N=C(c2ccc(C)cc2)CC1c1ccc(Oc2ccc(Br)cc2)cc1 (stereo not given)	62	91	87	88	85	75	75	89	79
CCOC(=O)C1=C(C)N=C2Sc3cc(C)c(C)cc3N2[C@H]1c1ccccn1	99	107	55	100	91	89	98	101	94
CS(=O)(=O)c1ccc(C(=O)N/N=C/c2ccc(Cl)c(Cl)c2)cc1	91	104	90	101	99	94	96	103	92
COc1ccc2c(c1)c(CC(=O)[Se]CC(=O)O)c(C)n2C(=O)c1ccc(Cl)cc1	116	85	94	113	101	62	103	104	64
CCN(CC)CCNc1cccc(Cl)c1	103	110	90	103	99	95	101	96	113
COc1ccc(Cl)c(C(=O)O)c1	103	/	141	107	113	113	101	113	107
CCCCCCCCCCCCCCCCCCNC(=O)SC	98	108	82	107	91	86	102	97	101
Clc1cccc(/C=N/Nc2nc(N/N=C/c3cccc(Cl)c3Cl)nc(N3CCCCC3)n2)c1Cl	105	73	70	8.2*	73	53	71	94	86
CCOc1ccc2nc(C)cc(Nc3ccc(N(C)C)cc3)c2c1	100	101	92	97	83	91	91	100	102
CC[C@H](CC[C@@H](C)[C@H]1CC[C@H]2[C@@H]3/C(=C/c4ccccn4)C(=O)C4=CC(=O)CC[C@]4(C)[C@H]3CC[C@]12C)C(C)C	114	107	100	114	104	98	108	97	102
NN1C(=O)c2ccc3c4c(ccc(c24)C1=O)CC3	103	112	85	123	98	109	110	103	122
COc1cc(-n2c(C)nc3ncn(-c4ccccc4)c3c2=O)cc(OC)c1OC	110	113	100	112	104	102	100	109	107
COc1ccc(/C=c2\c(=O)n(-c3ccccc3)c3nnc(-n4ncc(C#N)c4N)n23)cc1	98	105	89	101	101	100	96	109	91
N#Cc1c(-c2ccc(F)cc2)nc(NN2C(=O)CCC2=O)nc1N1CCOCC1	99	103	96	104	92	99	100	103	94
CC(C)=CCC/C(C)=C/COC(=O)[C@H](C)NC(=O)[C@@H]1CCCN1C(=O)CNC(=O)C(C)(C)C	110	114	103	129	99	102	107	103	121
Cc1ccc2[nH]c(=O)c(Cc3cc(-c4ccccc4)n[nH]c3=O)cc2c1	115	95	70	89	98	101	90	91	86
COc1cc2oc(-c3ccc(O)cc3)cc(=O)c2c(O)c1-c1c(OC)cc(O)c2c(=O)cc(-c3ccc(O)cc3)oc12	37	53	72	29	28	19	68	101	13
COc1cc(OC)c(N=Cc2ccc3c(c2)OCO3)cc1Cl	99	117	101	113	105	98	104	115	114
Cc1cc(=O)[nH]c(N/N=C/C=C/c2ccccc2)n1	102	115	112	115	111	114	102	108	113
O=c1[nH][nH]c(=O)c2c1[nH]c(=S)n2Cc1ccccc1	114	114	101	126	114	101	112	108	104
Next section.
SMILES	SK-OV-3	DU-145	PC-3	OVCAR-3	OVCAR-8	U251	OVCAR-4	OVCAR-5	SF-268
Fc1ccc(-c2nn(-c3ccccc3)cc2-c2nc3ccccc3s2)cc1	114	119	90	99	95	94	99	100	101
N#C/C(=C\c1ccc(-c2cc(Cl)ccc2Cl)o1)c1ccc(F)cc1	79	105	74	/	88	104	92	99	98
CNC(=O)c1cc(-n2ccc3cc(NC(=O)c4ccc(F)c(C(F)(F)F)c4)ccc32)ccn1	100	99	98	109	99	105	105	110	98
CCCC1OCC(Cl)(Cl)C(c2ccccc2)O1 (stereo not given)	/	115	104	131	114	106	111	103	111
CNC(=O)c1cc(-c2ccc(NC(=S)Nc3cc(C(F)(F)F)cc(C(F)(F)F)c3)cc2)nc2cccnc12	102	85	81	106	100	103	75	102	88
COC(=S)SCN(CSC(=S)OC)c1ccc(Cl)cc1	92	110	99	104	91	91	88	97	94
COc1ccc(C2=NN(C(C)=O)C(c3sc(Cl)nc3Cl)C2)cc1 (stereo not given)	92	94	87	95	96	81	97	101	93
CCOC(=O)/C=C/c1sc(-c2cccc(C(=O)OC)c2)cc1N	88	98	85	100	94	92	93	89	92
O=c1c2ccccc2c2ccccc2c(=O)n1-c1ccc(NC(=S)Nc2ccccc2)cc1	112	116	107	122	105	105	/	111	118
CC(C)C1=NOC(=O)C1=Cc1cn(-c2ccco2)nc1-c1ccccc1	102	95	78	91	80	76	95	114	91
CC(=O)N1c2ccccc2NC2=C(C(=O)NC2(C)C)C1c1ccco1 (stereo not given)	96	100	55	97	100	97	94	95	77
CCOC(=O)c1cc(C(=O)c2ccc(OC)c(OC)c2)n2ccc(/C=C/c3ccncc3)cc12	108	110	95	109	115	114	106	108	98
Cc1c(-c2ccccc2)nnn1-c1ccc(F)c(Cl)c1	99&115	98&107	90&91	105&123	98&90	80	92&101	93&98	100&110
CCCCCCC(CC)(C(=O)O)C(=O)O	98	/	98	108	109	96	116	95	97
NC(=O)c1ccsc1Nc1ccnc(C(F)(F)F)c1	105	103	102	106	94	/	107	112	97
Cc1cccc(OCC(=O)O)c1C	107	111	105	113	95	91	/	103	111

Sorted by formula weight (lowest first): some entries from above
SMILES	SK-OV-3	DU-145	PC-3	OVCAR-3	OVCAR-8	U251	OVCAR-4	OVCAR-5	SF-268
Nc1csc(N)n1	107	122	93	114	108	115	117	103	101
CC(O)CCC1CCCO1 (stereo not given)	95	111	84	106	97	90	111	118	98
NN1C(=O)c2ccc3c4c(ccc(c24)C1=O)CC3	103	112	85	123	98	109	110	103	122
CCCC1OCC(Cl)(Cl)C(c2ccccc2)O1 (stereo not given)	/	115	104	131	114	106	111	103	111
COc1ccccc1NC(=S)Nc1ccccc1OC	110	112	99	93	112	90	116	81	113
CC(C)COC(=O)c1ccccc1C(=O)OC1CCCCC1	94	110	100	109	104	92	105	93	103
COc1cc(OC)c(N=Cc2ccc3c(c2)OCO3)cc1Cl	99	117	101	113	105	98	104	115	114
NS(=O)(=O)c1ccc(CCNCCC(=O)c2ccccc2)cc1	/	104	94	101	101	89	96	92	98
Cc1ccc2[nH]c(=O)c(Cc3cc(-c4ccccc4)n[nH]c3=O)cc2c1	115	95	70	89	98	101	90	91	86
COC(=S)SCN(CSC(=S)OC)c1ccc(Cl)cc1	92	110	99	104	91	91	88	97	94
CCOC(=O)C1=C(C)N=C2Sc3cc(C)c(C)cc3N2[C@H]1c1ccccn1	99	107	55	100	91	89	98	101	94
N#Cc1c(-c2ccc(F)cc2)nc(NN2C(=O)CCC2=O)nc1N1CCOCC1	99	103	96	104	92	99	100	103	94
CC/C(=C(/c1ccc(Cl)cc1)c1ccc(OCCN)cc1)c1ccc(OC)cc1	114	112	94	/	100	98	108	104	102
COC(=O)/C=C1/SC(N2N=C(c3cccs3)CC2c2ccc(F)cc2)=NC1=O (stereo not given)	89	31	65	12	44	22	85	79	32
COc1ccc(-c2n[nH]c(=O)c3nc(NC(=S)Nc4ccc(Cl)cc4)sc23)cc1	102	89	100	96	101	100	89	91	93
CC(=O)N1N=C(c2ccc(C)cc2)CC1c1ccc(Oc2ccc(Br)cc2)cc1 (stereo not given)	62	91	87	88	85	75	75	89	79
O=C(Nc1ccc(Nc2ncnc3sc4c(c23)CCCC4)cc1)Nc1cccc(Cl)c1	99	110	96	110	112	/	101	108	106
Cc1ccc(-c2nn(Cc3cn(CC(=O)Nc4cc(C)nc5ccccc45)nn3)c3ncnc(N)c23)cc1	98	104	77	105	90	90	95	100	93
CC[C@H](CC[C@@H](C)[C@H]1CC[C@H]2[C@@H]3/C(=C/c4ccccn4)C(=O)C4=CC(=O)CC[C@]4(C)[C@H]3CC[C@]12C)C(C)C	114	107	100	114	104	98	108	97	102
CC(C)(C)OC(=O)N1CCc2c(sc3ncnc(Nc4ccc(NC(=O)Nc5ccccc5)cc4)c23)C1	66	103	72	100	88	93	99	89	97
COc1cc(C#N)cc(OC)c1OCCN(CCOc1c(OC)cc(C#N)cc1OC)S(=O)(=O)c1ccc(C)cc1	119	115	/	118	54	103	107	108	107
